NPSR antagonist: antagonists of human neuropeptide S receptor cAMP signaling | Q6W5P4 | CHO-NPSR cells, cAMP TR-FRET, antagonist mode | Potency, µM (top dose mostly 38.3 µM), for the others: at the highest dose activity change, negative = inhibition, usual class: inhibitors | hit rate 1% among 220,000 | AID 1461; further: on the % scale 0 is the no-effect control and ±100 the full control effect; nearly all actives have a fitted effect of over 50% in size; many of its hits are not listed in these tables
GAA inhib: inhibitors of human lysosomal alpha-glucosidase | P10253 | purified human GAA, 4-MU-alpha-glucoside fluorescence | Potency, µM (titrated, usually from 76.9 µM), inactives show at the top dose activity change, negative = inhibition, usual class: inhibitors | hit rate 0.005% among 200,000 | AID 1466;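 further: plate controls were uninhibited enzyme wells for no effect and no-enzyme background for full effect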
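Fluorogenic assay: 4 nM human alpha-glucosidase with 400 uM 4-methylumbelliferyl-alpha-D-pyranoside in 50 mM citrate/phosphate, 0.005% Tween-20, pH 5.0, 20 min at room temperature. Compounds tested up to 77 uM; AC50 from Hill fits.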
GAA glycogen: alters human alpha-glucosidase cleavage of glycogen. hit rate 0.38% among 300,000. Potency, µM (series often up to 76.4 µM), inactives show at the highest dose activity change, negative = inhibition, actives largely listed as inhibitors. recombinant GAA, glycogen substrate, Amplex Red glucose oxidase fluorescence;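 further: 0% = full enzyme reaction and -100% = no-enzyme basal signal; the screen sought inhibitors and activators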
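Recombinant human alpha-glucosidase (4 nM final) hydrolysed bovine liver glycogen (30 ug) for 40 min at 37 C in pH 5.0 citrate/phosphate with 0.01% Tween-20. Released glucose detected by glucose oxidase/Amplex Red, Ex 573/Em 610 nm. Compounds up to 77 uM; AC50 from Hill fits.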
GLA spleen mod: inhibits or activates alpha-galactosidase in human spleen homogenate. P06280. human spleen homogenate, 4MU-alpha-Gal fluorescence, 40 min. Potency, µM (highest dose often 80 µM), without a hit: at the top dose activity change, negative = inhibition, hits mostly inhibitors. hit rate 0.008% among 240,000. AID 2107;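 further: 0% = enzyme with vehicle and -100% = no enzyme basal signal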
Target sequence (P06280 32-429 limits assumed): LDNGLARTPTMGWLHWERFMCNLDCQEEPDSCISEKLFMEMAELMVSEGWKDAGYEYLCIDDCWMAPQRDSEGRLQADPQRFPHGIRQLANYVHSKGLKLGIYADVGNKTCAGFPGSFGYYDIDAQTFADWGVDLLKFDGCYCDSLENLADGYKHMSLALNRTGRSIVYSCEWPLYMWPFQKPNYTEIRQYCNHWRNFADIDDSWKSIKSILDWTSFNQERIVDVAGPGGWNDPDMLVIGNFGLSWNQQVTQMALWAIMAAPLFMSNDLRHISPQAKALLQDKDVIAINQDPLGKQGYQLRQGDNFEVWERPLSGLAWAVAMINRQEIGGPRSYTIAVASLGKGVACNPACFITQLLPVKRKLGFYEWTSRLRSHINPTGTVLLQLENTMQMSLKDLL
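Fluorogenic readout (Ex 365/Em 440 nm) of 4-methylumbelliferone released from 1 mM 4-MU-alpha-galactoside by spleen homogenate, 40 min at 37C, pH 5.0. Data normalized to no-enzyme and enzyme controls; Hill-equation AC50 from compound titrations.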
ALDH1A1 inh: ALDH1A1 (human) enzyme inhibition; P00352; Purified ALDH1A1, NADH fluorescence, propionaldehyde substrate; Potency, µM (series often up to 75.3 µM), for inactives: at the top dose activity, negative = inhibition, usual class: inhibitors; hit rate 7.3% among 220,000; AID 1030; active means well fitted inhibition curve with a large enough effect, not every such curve was filed as active; inconclusive means small, poorly fitted or top-dose-only effect, or another doubt; inactive means no such curve, though single readings can be large or run the other way;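 further: plate controls were no enzyme wells and a reference inhibitor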
Target sequence (P00352 whole entry, looked up): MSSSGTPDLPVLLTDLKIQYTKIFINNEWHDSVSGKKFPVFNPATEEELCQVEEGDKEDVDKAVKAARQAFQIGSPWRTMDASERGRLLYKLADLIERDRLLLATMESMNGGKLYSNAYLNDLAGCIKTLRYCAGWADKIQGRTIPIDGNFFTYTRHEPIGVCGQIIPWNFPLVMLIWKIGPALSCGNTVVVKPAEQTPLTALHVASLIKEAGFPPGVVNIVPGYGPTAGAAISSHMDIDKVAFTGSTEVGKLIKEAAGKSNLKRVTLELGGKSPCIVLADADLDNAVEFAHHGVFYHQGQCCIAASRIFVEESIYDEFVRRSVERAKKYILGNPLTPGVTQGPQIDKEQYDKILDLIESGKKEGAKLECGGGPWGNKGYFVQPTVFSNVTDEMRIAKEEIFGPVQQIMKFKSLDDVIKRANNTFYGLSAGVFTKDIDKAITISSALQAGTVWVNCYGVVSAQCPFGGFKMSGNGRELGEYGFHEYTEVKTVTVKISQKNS
Tau fluor cs: counter-screen for tau fibril formation inhibitors; hit rate 0.93% among 280,000; tau K18 P301L Alexa594 fluorescence, heparin fibrillization; Potency, µM (series often up to 57.7 µM), for inactives: at the highest dose activity change, negative = decrease; further: on the % scale 0 is the no-effect control and ±100 the full control effect; nearly all actives have a fitted effect of over 55% in size
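Human tau K18 P301L (15 uM unlabeled, 0.24 uM Alexa 594-labeled) in 100 mM sodium acetate pH 7 with 20 uM heparin, 6 hr at 37 C. ThT 30 uM added, 1 hr ambient; Alexa 594 FP and total fluorescence read at 555/632 nm.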
aGlu spleen mod: inhibits or activates alpha-glucosidase in human spleen homogenate; hit rate 0.006% among 240,000; AID 2112; human spleen homogenate, 4-MU-alpha-glucoside fluorescence; P10253; Potency, µM (top dose mostly 79.9 µM), for inactives: at the highest dose activity change, negative = inhibition, most hits filed as inhibitors;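 further: 0% = enzyme with vehicle and -100% = no enzyme basal signal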
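Compounds were titrated against alpha-glucosidase in spleen homogenate at pH 5.0, with 1 mM 4-methylumbelliferyl substrate for 40 min at 37 C. Reactions were quenched with pH 10 NaOH/glycine and fluorescence measured.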
Epigenetic derep: regulators of epigenetic silencing causing reporter derepression in mouse cells; murine LDR cells, GFP reporter derepression, 30 h; Potency, µM (highest dose often 53.9 µM), inactives show at the highest dose GFP activation, actives largely listed as activators; hit rate 0.2% among 280,000; further: % of control where 0% means no effect; nearly all actives have a fitted effect of over 60% in size
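Murine LDR cells bearing a silenced CMV-driven GFP reporter were exposed to compound for 30 h at 37 C. After PBS washes, GFP-positive cells (20-120 um objects) counted by laser-scanning microplate cytometry.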
The depositor's hits bear a star; ? = inconclusive; nt = no result given; & = joins results of further samples; [ ] = dose if it differs, or a comment. Unless noted, the call rests on the fitted dose curve; in most records, active means well fitted curve in the direction sought with a large enough effect; inconclusive means small, poorly fitted or top-dose-only effect, or another doubt; inactive means no such curve, though single readings can be large; an effect the other way counts as inactive or inconclusive. Potency means the concentration at half of the fitted maximal effect. The list is partial. The share of hits here may be higher or lower than overall.

SMILES	NPSR antagonist	GAA inhib	GAA glycogen	GLA spleen mod	ALDH1A1 inh	Tau fluor cs	aGlu spleen mod	Epigenetic derep
Cc1ccc(F)cc1NC(=O)C1CCCN(c2ncccn2)C1 (stereo unspecified)	17.9%[46.1 µM]	-3.1%	8.2%	7.5%	-1.0%	-3.3%	8.8%	-2.2%
COc1ccc(C(=O)Nc2ccccc2NC(=O)c2ccco2)c(OC)c1	-24.7%	3.8%	22.3%	-4.2%	22.3%	-15.8%	5.7%	-0.6%
O=C(NC(=S)N1CCN(Cc2ccc3c(c2)OCO3)CC1)c1ccc(Cl)cc1	-22.8%	1.9%	-1.3%	7.0%	?	-25.4%	-11.3%	-1.0%
CSc1ccc2c(c1)N(CC[C@H]1CCCCN1C)c1ccccc1S2	nt	nt	nt	2.7%[29.1 µM]	6.2%[20.9 µM]	nt	-7.0%[29.1 µM]	0.0%[16.9 µM]
CN(C)C(=O)Cn1c(SCC(=O)NC2CCCCC2)nc2ccccc21	3.8%	4.9%	-1.9%	-12.1%	-7.9%	-5.7%	-2.7%	0.0%
Cc1ccccc1Nc1scc(-c2ccc(Cl)cc2)[n+]1-c1ccccc1C	7.94µM*	6.8%	-2.1%	-8.2%	?	-11.6%	-5.4%	2.2%
COc1ccc(-n2nnnc2/C=C\Nc2ccccc2C(=O)c2ccccc2)cc1	-24.5%[46.1 µM]	?	0.1%	5.5%	-4.6%	3.4%	4.4%	2.4%
O=C(CCCN1C(=O)/C(=C/c2cccs2)SC1=S)Nc1ccc(O)c(C(=O)O)c1	25.2%	8.5%	3.1%	2.5%	?	?	2.7%	4.3%
c1ccc(CNc2ncnc3sc4c(c23)CCC4)nc1	-17.4%[46.1 µM]	-1.3%	2.4%	-5.6%	8.0%	-9.6%	-2.5%	0.8%
Cc1ccc2c(COC(=O)c3cnc(C)cn3)cc(=O)oc2c1	-0.9%[7.67 µM]	0.7%	0.8%	-6.6%	8.3%	-6.8%	1.4%	1.5%
Cc1ccc(OCC(=O)NNC(=O)CSc2nnc(-c3ccc(C)cc3)n2C)cc1	15.4%	3.5%	0.2%	1.1%	2.7%	1.0%	0.6%	-1.1%
Cc1ccnc(NS(=O)(=O)c2ccc(NC(=O)C34CC5CC(CC(C5)C3)C4)cc2)n1	-14.3%[46.1 µM]	4.4%	5.5%	7.1%	0.9%	-13.1%	4.5%	1.5%
Cc1ccc(C)c(NC(=S)N/N=C2\CCc3ccccc32)c1	0.5%	nt	?	-0.6%	nt	?	8.4%	-1.5%
CCc1ccc(NC(=O)C(C)OC(=O)CCC(=O)c2cccs2)cc1 (stereo unspecified)	14.0%	-3.8%	12.6%	2.6%	-1.7%	-22.9%	-0.8%	0.0%
COc1ccc(CC(N)C(=O)N[C@H]2[C@@H](O)[C@H](n3cnc4c(N(C)C)ncnc43)O[C@@H]2CO)cc1 (stereo partly specified)	nt	nt	nt	-4.6%	-5.3%	-3.1%	-0.4%	-0.6%
Cc1cc(-c2cccs2)n[nH]1	6.4%[46.1 µM]	0.8%	0.8%	3.4%	5.6%	1.0%	-9.0%	0.0%
CC(=O)N1c2c(cc(Br)cc2S(=O)(=O)NCC2COc3ccccc3O2)CC1C (stereo unspecified)	-15.2%[46.1 µM]	7.1%	0.1%	-13.4%	7.1%	-15.7%	-14.0%	-1.1%
CCOC(=O)C(NC(=O)N1CCCCC1)(c1ccccc1)C(F)(F)F (stereo unspecified)	-8.9%[46.1 µM]	0.3%	-1.4%	10.7%	-2.7%	-9.3%	5.0%	0.0%
COC(=O)[C@H](CCSC)NC(=O)NCc1ccccc1F	4.9%[46.1 µM]	5.1%	14.0%	1.5%	1.4%	-6.7%	-2.5%	2.8%
c1ccc2c(SCc3cn4cccnc4n3)ncnc2c1	-19.8%[46.1 µM]	0.7%	3.2%	3.2%	?	-0.9%	-1.0%	-2.2%
Cc1cc(NC(=O)c2cn(C3CCCCC3)c(=O)c3c2c2ccccc2n3C)no1	-14.1%[46.1 µM]	2.1%[15.4 µM]	-13.5%	6.2%	?	-11.7%	3.3%	2.2%
Cc1cccc(-n2c(SCC(=O)O)nc3sc4c(c3c2=O)CCCC4)c1	26.6%	-25.8%	-8.4%	0.1%	-12.8%	4.5%	-2.8%	2.7%
O=C(COc1ccccc1CNCc1ccccc1)Nc1ccccc1	-4.9%[46.1 µM]	-6.1%	8.3%	1.7%	5.8%	-9.5%	-4.6%	-1.9%
Cc1ccc(C2NC(=O)c3c(sc4c3CCN(C)C4)N2)o1 (stereo unspecified)	-18.9%[46.1 µM]	?	-2.2%	?	?	-5.4%	15.9%	1.1%
Cc1cc(NC(=O)c2cccc(C(=O)Nc3cc(C)on3)n2)no1	4.0%[46.1 µM]	-5.7%	12.4%	-5.3%	-4.0%	12.5%	-2.0%	-2.0%

(next part)
SMILES	NPSR antagonist	GAA inhib	GAA glycogen	GLA spleen mod	ALDH1A1 inh	Tau fluor cs	aGlu spleen mod	Epigenetic derep
O=C(/C=C/c1ccc(F)cc1)NCCCN1CCN(CCCNC(=O)/C=C/c2ccc(F)cc2)CC1	12.6%	1.3%	5.0%	4.8%	6.6%	-15.3%	-1.1%	2.1%
O=C1CCC(/C=C/c2ccccc2)=NN1Cc1ccc(F)cc1	-9.2%	-10.8%	-0.3%	-21.8%	5.8%	-11.3%	-0.4%	2.5%
CC(C)SCCCOc1ccc(C(C)(C)C)cc1	-6.8%[46.1 µM]	-2.3%	-5.2%	0.7%	14.8%	-8.2%	-1.0%	-0.2%
Cn1c(NC(=O)c2ccc(S(=O)(=O)N3CCCCC3)cc2)cc(=O)n(C)c1=O	8.4%	-4.3%	-2.0%	-1.5%	-7.9%	-18.6%	-3.1%	2.2%
Cc1nn(CCc2nn[nH]n2)c2nc(-c3ccc(C4CCCCC4)cc3)cc(C(F)(F)F)c12	12.6µM*	1.3%	1.3%	-1.5%	?	-5.5%	-10.6%	-1.5%
CCn1cnc2sc(-c3ccccc3)cc2c1=O	-6.3%[46.1 µM]	-2.4%	1.9%	9.9%	14.1µM*	-16.0%	-0.1%	-1.0%
CN(C)c1ccc(P(=O)(Nc2ccccc2)N2CCOCC2)c(NC(=O)c2cccs2)c1 (stereo unspecified)	-4.2%	-7.2%	-2.9%	5.0%	-6.2%	-16.9%	0.7%	-3.0%
Fc1ccc(-c2cnc(-c3cccs3)o2)cc1	-7.4%[46.1 µM]	-6.8%	9.7%	-4.8%	?	-12.4%	-2.1%	4.7%
CCC(=O)N1CCc2cc(S(=O)(=O)NCCC(=O)N3CC=C(c4ccccc4)CC3)ccc21	-11.1%[46.1 µM]	0.4%	-3.3%	-4.8%	?	-12.0%	-4.1%	1.1%
Cc1cc(N2CCN(C)CC2)nc2ccc(NC(=S)N3CCN(c4ccccn4)CC3)cc12	-30.1%	0.9%	?	-5.8%	12.6µM*	-20.5%	-3.7%	4.4%
CC(=O)c1ccc(N=C2SCCCN2C(=O)C2CCCCC2)cc1	-28.1%	-10.5%	2.5%	0.6%	?	-14.0%	-1.2%	0.0%
CCN(CC)CCCN1C=C2C(=O)C(C)(OC(=O)CCC(=O)OC)C(=O)C=C2C=C1C1CC1 (stereo unspecified)	nt	nt	nt	1.4%[17.5 µM]	7.7%[13.5 µM]	-6.8%[11.6 µM]	3.8%[17.4 µM]	nt
Cc1cccc(N(CC(=O)Nc2c(C)n(C)n(-c3ccccc3)c2=O)S(C)(=O)=O)c1C	-4.1%[46.1 µM]	-2.6%	7.5%	3.4%	5.1%	-8.9%	0.3%	1.7%
CC1CC(C)CN(C(=O)c2ccccc2Nc2ccc(SC(F)F)cc2)C1 (stereo unspecified)	?	-2.7%	-2.3%	0.9%	9.5%	-21.2%	?	-1.9%
COc1ccc(-c2nnc3ccc(SC(C(C)=O)C(C)=O)nn23)cc1OC	2.7%[46.1 µM]	-1.8%	-10.5%	-13.3%	-10.2%	-7.1%	-9.8%	0.8%
CCCCCCCCc1nc(SCC(C)=O)n[nH]1	-12.8%	nt	-9.3%	4.6%	nt	?	2.3%	-1.0%
O=C(NCc1ccc(N2CCCC2=O)cc1)Nc1ccccc1	-1.1%[46.1 µM]	-8.6%	5.5%	-2.9%	-2.2%	8.5%	2.6%	0.8%
CCOC(=O)NNc1ccccc1	-15.5%	-7.0%	?	5.8%	7.3%	-10.8%	2.5%	-1.2%
COc1ccc(-c2cc(C(F)(F)F)c(C#N)c(SCC(=O)Nc3ccccc3C#N)n2)cc1	?	-2.4%	2.2%	22.0%	9.4%	-11.2%	4.0%	7.94µM*
Cc1cccc(N2C(=O)C3C(c4ccccc4)OC4(C(=O)c5ccccc5C4=O)C3C2=O)c1 (stereo unspecified)	?	0.1%[15.4 µM]	-2.7%	6.1%	-1.2%	-5.9%	-4.3%	-1.9%
C[N+]1(CC(=O)OCCCC2CCCCC2)CCCC1	5.5%	4.7%	-1.9%	2.5%	-2.1%	2.8%	3.2%	-0.1%
O=c1cc(N2CCOCC2)oc2c(-c3ccccc3)cccc12	-17.1%[46.1 µM]	nt	nt	10.8%&6.5%&6.7%&-3.5%	-5.9%	-10.3%&-19.2%&-12.4%&-6.7%	-1.3%&5.2%&1.4%&11.7%	-1.2%&0.0%&0.0%&2.1%
COc1ccc(-c2cc(-c3cccs3)nc3sc(C#N)c(N)c23)cc1	-36.9%	4.4%	-2.5%	-4.9%	?	-9.3%	-2.6%	-1.0%
NCCNC(=O)Cc1ccc(NC(=O)Cc2ccc(Nc3ncnc4c3ncn4[C@@H]3O[C@H](CO)[C@@H](O)[C@H]3O)cc2)cc1	nt	nt	nt	12.3%	-4.7%	-3.5%	-0.1%	2.1%
CNC(=S)N/N=C(\C)c1cccc(C(F)(F)F)c1	-37.9%	6.1%	?	-0.8%	-3.6%	2.4%	2.5%	-0.3%

Two entries from above, with each value named.
CCOC(=O)NNc1ccccc1
  NPSR antagonist: -15.5% | GAA inhib: -7.0% | GAA glycogen: ? | GLA spleen mod: 5.8% | ALDH1A1 inh: 7.3% | Tau fluor cs: -10.8% | aGlu spleen mod: 2.5% | Epigenetic derep: -1.2%
CCCCCCCCc1nc(SCC(C)=O)n[nH]1
  NPSR antagonist: -12.8% | GAA inhib: nt | GAA glycogen: -9.3% | GLA spleen mod: 4.6% | ALDH1A1 inh: nt | Tau fluor cs: ? | aGlu spleen mod: 2.3% | Epigenetic derep: -1.0%

Screening data from PubChem BioAssay.
